Bioassay records deposited in PubChem BioAssay by National Center for Advancing Translational Sciences (NCATS).
HCV inh: inhibitors of hepatitis C virus infection. Huh7.5.1 HCVcc-Cre infection, luciferase reporter, 44 h. Potency, µM (doses to about 41.8 µM), for the others: top-dose activity change, negative = inhibition, usual class: inhibitors. actives 3.4% (n = 340,000); further: potency means the concentration at half of the fitted maximal effect
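Cells (1,000/well) were plated 4 h before compound, then infected with HCVcc-Cre virus (~0.5 moi). After 44 h further culture, infection was read as luciferase luminescence following a 15 min substrate incubation at room temperature.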
Sm TGR block: S. mansoni TGR enzyme inhibition | Potency, µM (series often up to 114 µM), for inactives: at the highest dose activity change, negative = inhibition, actives largely listed as inhibitors | Q962Y6 | purified TGR, DTNB reduction, TNB absorbance 405 nm | actives 3% (n = 360,000); further: potency means the concentration at half of the fitted maximal effect; nearly all actives have a fitted effect of over 60% in size
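First, TGR (20 nM dispensed) and NADPH were mixed with compound. Second, a 15 min room-temperature incubation followed. Third, further NADPH and then DTNB were added to start the reaction. Finally, TNB absorbance was monitored kinetically.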
HCMV inh: blocks human cytomegalovirus replication. HFF cells, HCMV-luciferase reporter, 72 h; hits give low values. activity change, negative = inhibition, % at 57.5 µM. actives 4.5% (n = 410,000). AID 1259415; in the data active means activity change below about -60%; inconclusive means no clear call, values can overlap the other calls; inactive means above about -39%
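Steps: HFFs plated, 16 h 37C; compounds added; HCMV-luciferase added to MOI 1 PFU/cell; 72 h 37C; OneGlo reagent, 5 min room temperature; luminescence read, normalized to controls.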
AmpC inh detg: inhibitors of E. coli AmpC beta-lactamase with detergent | P00811 | AmpC hydrolysis of nitrocefin, absorbance 480 nm, 0.01% Triton | Potency, µM (doses to about 114 µM), inactives show top-dose activity change, negative = inhibition, hits mostly inhibitors | actives 0.041% (n = 370,000);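 further: potency means the concentration at half of the fitted maximal effect; 0% = no-compound wells and -100% = no-enzyme wells; nearly all actives have a fitted effect of over 25% in size; some results filed as inactive show a strong effect at the top dose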
Target sequence (P00811 whole entry, looked up): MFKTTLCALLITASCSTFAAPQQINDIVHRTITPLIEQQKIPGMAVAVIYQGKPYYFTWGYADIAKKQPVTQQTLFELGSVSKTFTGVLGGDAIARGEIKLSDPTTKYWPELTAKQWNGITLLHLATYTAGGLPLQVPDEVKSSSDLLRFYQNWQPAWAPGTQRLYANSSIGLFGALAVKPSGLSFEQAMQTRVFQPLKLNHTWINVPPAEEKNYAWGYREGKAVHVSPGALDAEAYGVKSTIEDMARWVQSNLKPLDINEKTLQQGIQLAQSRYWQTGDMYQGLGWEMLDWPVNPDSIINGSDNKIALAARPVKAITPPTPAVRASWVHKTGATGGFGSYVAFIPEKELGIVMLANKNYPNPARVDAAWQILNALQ
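20 mM phosphate pH 7.0 + 0.01% (detergent screen) or 0.0001% Triton X-100; 5.3 nM AmpC reagent; cpd preinc 15 min RT; nitrocefin (800 uM stock) to start; A480 q20 s × 4 min; Activity was normalised to no-enzyme and no-compound control wells.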
AmpC inh no detg: inhibitors of E. coli AmpC beta-lactamase without detergent | P00811 | AmpC nitrocefin hydrolysis, absorbance 480 nm, 0.0001% Triton | Potency, µM (highest dose often 57.1 µM), for inactives: at the top dose activity change, negative = inhibition, hits mostly inhibitors | actives 0.52% (n = 330,000) | AID 485341;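 further: potency means the concentration at half of the fitted maximal effect; plate controls were no compound for no effect and no enzyme for full effect; nearly all actives have a fitted effect of over 20% in size; some results filed as inactive show a strong effect at the top dose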
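AmpC (5.3 nM in the dispensed reagent) in 20 mM phosphate pH 7.0 with 0.01% (detergent screen) or 0.0001% Triton X-100 was preincubated with compounds for 15 min at room temperature. Nitrocefin was then added from an 800 uM solution, and hydrolysis was followed at 480 nm.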
Giardia FBPA inh: Giardia lamblia aldolase inhibition; A8B2U2; purified Giardia FBPA; Potency, µM (top dose mostly 59.6 µM), for the others: at the highest dose activity, negative = inhibition, actives largely listed as inhibitors; actives 0.71% (n = 290,000); further: potency means the concentration at half of the fitted maximal effect; nearly all actives have a fitted effect of over 55% in size
Target sequence (A8B2U2 whole entry, looked up): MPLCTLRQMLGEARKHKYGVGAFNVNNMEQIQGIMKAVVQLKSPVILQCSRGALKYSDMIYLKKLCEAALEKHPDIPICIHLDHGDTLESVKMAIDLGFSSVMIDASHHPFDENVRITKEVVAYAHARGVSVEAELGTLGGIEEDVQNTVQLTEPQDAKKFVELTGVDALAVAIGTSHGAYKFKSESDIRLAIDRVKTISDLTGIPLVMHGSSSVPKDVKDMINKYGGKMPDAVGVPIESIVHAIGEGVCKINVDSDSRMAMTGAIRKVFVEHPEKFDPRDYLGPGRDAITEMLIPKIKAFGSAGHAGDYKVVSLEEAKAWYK
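40 nM FBPA preincubated 10 min at RT with compound (up to 57.5 uM final), then substrate plus GAPDH/TPI/NAD/arsenate coupling and diaphorase/resazurin added. Fluorescence read after 20 min at RT, 525/598 nm.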
Active calls of the source: *; ? = inconclusive; . = no result given; & = joins results of further samples; [ ] = dose if it differs, or a comment. Unless noted, the call rests on the fitted dose curve; in most records, active means well fitted curve in the direction sought with a large enough effect; inconclusive means small, poorly fitted or top-dose-only effect, or another doubt; inactive means no such curve, though single readings can be large; an effect the other way counts as inactive or inconclusive. Unless noted, on the % scale 0 is the no-effect control and ±100 the full control effect.

SMILES	HCV inh	Sm TGR block	HCMV inh	AmpC inh detg	AmpC inh no detg	Giardia FBPA inh
O=C1N=C(N2CCOCC2)S/C1=C\C=C/c1ccccc1	-24%	-7%	-102*	0%	77%[activator]	-9%
Cn1nc(C(F)(F)F)c(-c2cccc(C(F)(F)F)c2)c1NC(=O)CSCC(=O)O	11%	-7%	11	1%	5%	16%
CN(CC(=O)NC(=O)NCc1ccccc1)Cc1ccc(Cl)c(Cl)c1	6%	-3%	0	-4%	-7%	-1%
O=C1NC(Cc2ccccc2)c2nc3ccccc3c(=O)n2-c2ccc(Cl)cc21 (configuration not stated)	12%	4%	15	7%	-27%	.
CCOc1ccc(CCNC(=O)CCC(=O)N2CCOc3ccc(C)cc32)cc1OCC	?	1%	-4	-9%	138%[activator]	8%
CCOC(=O)Cn1ccc(NC(=O)COc2ccc(F)cc2)n1	-12%	-1%	-16	-3%	-12%	2%
CS(=O)(=O)/C(C#N)=C/c1c(-c2ccccc2)nc2n1CCS2	2%	-1%	8	-1%	-7%	2%
CC(C)C(NS(=O)(=O)c1cccc(C(F)(F)F)c1)C(=O)N1CCc2ccccc2C1 (configuration not stated)	19%	-11%	-20	-2%	32%	8%
Cc1ccc2c(C(=O)CN3CCCC3)c(C)[nH]c2c1	17%	?	-82*	-21%	-13%	-7%
Cn1c(CNC(=O)CNC(=O)c2cccc(F)c2)cc(=O)n(C)c1=O	4%	4%	12	-4%	-13%	2%
COc1cc2c(C(=O)N3CCN(c4cc(Cl)ccc4C)CC3)cn(CC(C)C)c(=O)c2cc1OC	.	-3%	13	1%	.	.
Nc1ncnc(Nc2ccccc2C(F)(F)F)n1	3%	6%	47	?	-18%	-14%
COc1ccc(N/N=C/c2c(O)n(-c3ccc(C)c(C)c3)c(=O)[nH]c2=O)cc1	5%	?	-18	1%	-41%	-27%
CC(C)C1Cc2c(C#N)c(N)sc(=S)c2CO1 (configuration not stated)	-13%	10µM*	1	-9%	-26%	?
O=C(CN1C(=O)C2C3c4ccccc4C(c4ccccc43)C2C1=O)N1CCOCC1 (configuration not stated)	-7%	6%	-6	18%	41%	-2%
Nc1cc2nc[nH]c2cc1N	2%	-1%	41	3%	-27%	?
COc1ccc(C2C(C#N)=C(N)Oc3cc(C)n(Cc4ccco4)c(=O)c32)cc1 (configuration not stated)	2%	32µM*	-10	2%	-41%	?
CC(C)N1CCc2c(sc(NC(=O)Cc3ccccc3)c2C(N)=O)C1	-17%	-1%	-2	-4%	1%	13µM*
C/C=C(\C)CN1CCC(Oc2cc(C(=O)NC3CC3)ccc2OC)CC1	27%	0%	21	3%	-11%	.
O=C(/C=C/c1ccc(Cl)cc1)c1ccc([N+](=O)[O-])o1	-4%[8.37 µM]	?	-78*	0%	-17%	.
COc1ccc(C(=O)CCC(=O)Nc2cccnc2)cc1OC	5%	10%	-10	2%	10%	-5%
CN(C)[C@@H](CO)c1nnc([C@H](Cc2ccc(O)cc2)NC(=O)C2CCNCC2)o1	19%	6%	-14	9%	-31%	-5%
COCCNc1cc(C)c(C#N)c2nc3ccccc3n12	?	-26%	-4	2%	-1%	-22%
O=C(C1CC(=O)N(C2CCCC2)C1)N1CCC(Cc2ccccc2)CC1 (configuration not stated)	?	30%	-65*	-1%	98%[activator]	1%
O=C(Nc1nccs1)c1ccc2c(=O)n3c(nc2c1)CCCCC3	3%	-11%	2	-16%	-18%	-1%
CCOc1ccc(NC(=O)c2c(NCc3sccc3C)sc3c2CCCCC3)cc1	.	7.9µM*	-8	2%	.	.
NC(=O)c1ccsc1NC(=O)COC(=O)c1nc(Cl)ccc1Cl	18%	-8%	-3	?	-28%	.
COc1ccc(S(=O)(=O)N2CCC(C(=O)NCCc3c[nH]c4ccccc34)CC2)cc1	-26%	7%	51	?	-3%	5%
C[C@]12CCC(=O)C=C1CCC1C2CC[C@@]2(C)C1CCC21OCCO1 (some centres not stated)	-10%	.	4	.	43%	.
c1cc2c(cn1)cnc1cscc12	-3%	1%	-63*	?	-4%	-5%
O=C1CC(N(Cc2ccc3c(c2)OCO3)C(=O)Nc2ccc(F)cc2)C(=O)N1c1ccccc1 (configuration not stated)	-16%&11%	-7%	-23	-8%	-26%	1%
CCCCNCC(=O)Nc1ccc(NC(=O)CNCCCC)cc1	?	13%	-4	-2%	13%	1%
CC(C)c1nnc(NC(=O)CCCC(=O)O)s1	16%	8%	?	?	-10%	5%
Cc1cnc(C(=O)Nc2ccccc2-c2ccc(C)o2)cn1	7.9µM*	20µM*	29	1%	-13%	?
CC1Cc2ccccc2N1C(=O)CSc1ncc(-c2ccc(F)cc2)n1C (configuration not stated)	?	1%	-20	-8%	23%	4%
O=C(O)c1ccc(-c2ccc(/C=N/Nc3ccc([N+](=O)[O-])cc3)o2)cc1	1%	-9%	117	6%	-58%	-18%
CCn1nnc(C(=O)O)c1C(=O)O	13%	3%	41	-9%	-3%	-11%
CC(NC(=O)C1CCCN1S(=O)(=O)c1cccc2cccnc12)c1ccccc1 (configuration not stated)	7%	1%	-10	-15%	3%	4%
O=C(/C=C/c1ccccc1)Nc1ccc(Cl)cn1	?	.	42	0%	-26%	1%
CCOc1cccc2sc(N(Cc3cccnc3)C(=O)c3ccc(C#N)cc3)nc12	.	3%	?	-2%	.	.
Nc1ccccc1C#CC(=O)c1ccccc1	?	0.5µM*	-100*	-6%	-23%	4%
CCn1ccnc1C(O)c1cccc2ccccc12 (configuration not stated)	15%	1%	9	-8%	-22%	-18%
COc1cc(/C=C/C(=O)O)ccc1OCc1cnc(Cl)s1	8%	-5%	?	-6%	-18%	7%
O=C(CNC(=O)c1ccco1)NCC(=O)OCc1ccccc1Cl	12%	2%	24	-12%	-25%	-1%
Cc1ccc(-c2cc(C(=O)N/N=C/c3c(C)nn(C)c3C)c3ccccc3n2)c(C)c1	-2%	-6%	-26	?	-18%	-1%
COc1cc(OC)c(NC(=O)[C@@H]2CCC(=O)N2C2OC(=O)c3c2ccc(OC)c3OC)cc1Cl (some centres not stated)	-1%	1%	2	-7%	-15%	1%
CC(=O)Nc1c2c(nn1-c1ccccc1C)CS(=O)(=O)C2	8%	-33%	27	-1%	-14%	5%
Cc1ccc(N(C(=O)Cn2nnc3ccccc32)C(C(=O)NC2CCCCC2)c2cn(C)nc2C)cc1 (configuration not stated)	-5%	2%	11	-4%	2%	16%
COc1ccccc1N(C(=O)c1ccco1)C(C(=O)NC1CCCC1)c1ccncc1 (configuration not stated)	12%	4%	13	8%	-3%	6%
COCCNc1nc(SCC(=O)N2CCN(c3ccccc3)CC2)nc2ccccc12	-21%	-16%	-24	4%	131%[activator]	3%
(list continues)
SMILES	HCV inh	Sm TGR block	HCMV inh	AmpC inh detg	AmpC inh no detg	Giardia FBPA inh
CCOC(=O)N1CCN(C(=O)c2ccc(CS(=O)c3ccccc3)o2)CC1 (configuration not stated)	11%	-5%	-30	-2%	-4%	.
CCOC(=O)c1c(N)n(-c2ccc(C)c(Cl)c2)c2nc3ccccc3nc12	.	-2%	10	-7%	.	.
Brc1cccc(Nc2nc(-c3cccnc3)cs2)c1	10µM*	-21%	113	-7%	-38%	-4%
CCCCN(C)CCNC(=O)c1cc(-c2cccnc2)nc2ccc(S(=O)(=O)N3CCC(C)CC3)cc12	-23%	8%&16%	-13&-7	1%&1%	105%[activator]	.
CC(=O)NCCC(=O)Nc1nc(-c2ccccc2Cl)cs1	17%	-2%	51	1%	0%	-2%
Cc1ccsc1C(=O)N1CCCC(CCC(=O)NCc2ccccc2F)C1 (configuration not stated)	-3%	4%	57	6%	-4%	2%
Cc1cccc(NC(=O)CCc2ccccc2)c1	?	3%	-1	4%	-19%	0%
COc1ccc(-c2nc(C)sc2CC(=O)O)cc1	14%	6%	-83*	?	-11%	9%
COc1ccc(N2CCN(S(=O)(=O)c3c(C)n(C)c(=O)n(C)c3=O)CC2)cc1	.	7%	19	1%	-12%	.
O=c1c(O)c(-c2cc(O)c(O)c(O)c2)oc2cc(O)cc(O)c12	-19%	3.5µM*	?	?	-42%	?

Some of these compounds in order of length of the SMILES, low to high:
SMILES	HCV inh	Sm TGR block	HCMV inh	AmpC inh detg	AmpC inh no detg	Giardia FBPA inh
Cc1cccc(NC(=O)CCc2ccccc2)c1	?	3%	-1	4%	-19%	0%
COc1ccc(-c2nc(C)sc2CC(=O)O)cc1	14%	6%	-83*	?	-11%	9%
Brc1cccc(Nc2nc(-c3cccnc3)cs2)c1	10µM*	-21%	113	-7%	-38%	-4%
CC(=O)NCCC(=O)Nc1nc(-c2ccccc2Cl)cs1	17%	-2%	51	1%	0%	-2%
CC(=O)Nc1c2c(nn1-c1ccccc1C)CS(=O)(=O)C2	8%	-33%	27	-1%	-14%	5%
Cc1ccsc1C(=O)N1CCCC(CCC(=O)NCc2ccccc2F)C1 (configuration not stated)	-3%	4%	57	6%	-4%	2%
O=c1c(O)c(-c2cc(O)c(O)c(O)c2)oc2cc(O)cc(O)c12	-19%	3.5µM*	?	?	-42%	?
COCCNc1nc(SCC(=O)N2CCN(c3ccccc3)CC2)nc2ccccc12	-21%	-16%	-24	4%	131%[activator]	3%
CCOC(=O)c1c(N)n(-c2ccc(C)c(Cl)c2)c2nc3ccccc3nc12	.	-2%	10	-7%	.	.
COc1ccccc1N(C(=O)c1ccco1)C(C(=O)NC1CCCC1)c1ccncc1 (configuration not stated)	12%	4%	13	8%	-3%	6%
Cc1ccc(-c2cc(C(=O)N/N=C/c3c(C)nn(C)c3C)c3ccccc3n2)c(C)c1	-2%	-6%	-26	?	-18%	-1%
Cc1ccc(N(C(=O)Cn2nnc3ccccc32)C(C(=O)NC2CCCCC2)c2cn(C)nc2C)cc1 (configuration not stated)	-5%	2%	11	-4%	2%	16%
CCCCN(C)CCNC(=O)c1cc(-c2cccnc2)nc2ccc(S(=O)(=O)N3CCC(C)CC3)cc12	-23%	8%&16%	-13&-7	1%&1%	105%[activator]	.

New compounds follow.
SMILES	HCV inh	Sm TGR block	HCMV inh	AmpC inh detg	AmpC inh no detg	Giardia FBPA inh
O=C(O)c1cc([N+](=O)[O-])ccc1C(=O)Nc1cccc([N+](=O)[O-])c1	-9%	-24%	-18	-17%	-14%	-8%
CCc1cccc(NC(=O)CN(c2ccc(C)cc2)S(=O)(=O)c2cccs2)c1	.	10%	?	6%	.	.
Cc1nn(CCCC(=O)NCc2cccc(F)c2)c(=O)c2nn(-c3ccccc3)c(C)c12	.	0%	11	15%	.	.
COC(=O)c1cn(C(=O)c2ccc(Br)o2)c2ccccc12	?	0%	-3	-12%	-21%	1%
